AMA1 RON2 block: AMA1-RON2 (P. falciparum) interaction inhibition; AID 720542; 360,000 tested, 0.2% active; Potency, µM (highest dose often 58.2 µM), inactives show top-dose activity change, negative = inhibition, hits mostly inhibitors; AlphaScreen AMA1-biotinylated RON2 peptide binding;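 further: potency means the concentration at half of the fitted maximal effect; 0% = vehicle wells and -100% = peptide control; nearly all actives have a fitted effect of over 45% in size; some results filed as inactive show a strong effect at the top dose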
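AMA1 (3D7) with his tag at 25 nM final met compounds first, then biotinylated RON2 peptide at 25 nM; detection used donor plus acceptor beads, 10 µg/mL apiece, read by AlphaScreen after 30 min at room temperature.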
Sm TGR inh: blocks Schistosoma mansoni thioredoxin glutathione reductase; Q962Y6; purified TGR, DTNB reduction, TNB absorbance 405 nm; Potency, µM (highest dose often 114 µM), without a hit: at the highest dose activity change, negative = inhibition, actives largely listed as inhibitors; 360,000 tested, 3% active; AID 485364; further: potency means the concentration at half of the fitted maximal effect; nearly all actives have a fitted effect of over 60% in size
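TGR 20 nM + NADPH 100 uM (dispensed conc.), cpd preinc 15 min RT; start with NADPH (500 uM addition) then DTNB (15 mM addition). Kinetic TNB absorbance, 405 nm filter. Four-parameter Hill fit across titration.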
Giardia FBPA inh: inhibitors of Giardia lamblia fructose-1,6-bisphosphate aldolase; A8B2U2; purified Giardia FBPA; Potency, µM (highest dose often 59.6 µM), without a hit: at the top dose activity, negative = inhibition, hits mostly inhibitors; 290,000 tested, 0.71% active; further: potency means the concentration at half of the fitted maximal effect; nearly all actives have a fitted effect of over 55% in size
Target sequence (A8B2U2 whole entry, looked up): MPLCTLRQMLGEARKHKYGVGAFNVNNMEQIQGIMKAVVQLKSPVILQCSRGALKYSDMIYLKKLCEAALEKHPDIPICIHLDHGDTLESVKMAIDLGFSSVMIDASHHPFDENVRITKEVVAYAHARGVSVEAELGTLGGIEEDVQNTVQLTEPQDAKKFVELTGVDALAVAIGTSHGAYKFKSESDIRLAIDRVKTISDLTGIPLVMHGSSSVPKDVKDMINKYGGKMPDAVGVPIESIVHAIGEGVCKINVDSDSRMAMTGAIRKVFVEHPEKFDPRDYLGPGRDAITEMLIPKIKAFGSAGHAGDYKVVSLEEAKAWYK
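40 nM FBPA preincubated 10 min at RT with compound (up to 57.5 uM final), then substrate plus GAPDH/TPI/NAD/arsenate coupling and diaphorase/resazurin added. Fluorescence read after 20 min at RT, 525/598 nm.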
HCMV inh: inhibitors of human cytomegalovirus; HFF cells, HCMV-luciferase reporter, 72 h; hits give low values; activity change, negative = inhibition, % at 57.5 µM; 410,000 tested, 4.5% active; in the data active means activity change below about -60%; inconclusive means no clear call, values can overlap the other calls; inactive means above about -39%
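Two-dose cell screen: HFF monolayers treated with compounds and infected with luciferase-expressing HCMV at 1 PFU/cell, 72 h at 37C, then lysed for luciferase measurement.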
AmpC detergent: AmpC beta-lactamase inhibition with detergent present; P00811; AmpC hydrolysis of nitrocefin, absorbance 480 nm, 0.01% Triton; Potency, µM (doses to about 114 µM), for inactives: top-dose activity change, negative = inhibition, actives largely listed as inhibitors; 370,000 tested, 0.041% active; AID 485294;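 further: potency means the concentration at half of the fitted maximal effect; 0% = no-compound wells and -100% = no-enzyme wells; nearly all actives have a fitted effect of over 25% in size; some results filed as inactive show a strong effect at the top dose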
Target sequence (P00811 whole entry, looked up): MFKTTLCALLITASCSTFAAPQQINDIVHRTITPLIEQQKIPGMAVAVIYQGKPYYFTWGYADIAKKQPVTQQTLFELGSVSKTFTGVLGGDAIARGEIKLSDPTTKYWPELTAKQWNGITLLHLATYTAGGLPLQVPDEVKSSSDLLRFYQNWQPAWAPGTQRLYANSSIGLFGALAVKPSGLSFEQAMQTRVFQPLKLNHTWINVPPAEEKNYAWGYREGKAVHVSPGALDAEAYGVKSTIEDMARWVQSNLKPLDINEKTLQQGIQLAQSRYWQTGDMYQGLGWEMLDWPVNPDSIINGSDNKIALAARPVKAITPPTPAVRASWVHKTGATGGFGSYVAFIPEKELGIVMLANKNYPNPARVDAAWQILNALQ
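AmpC (5.3 nM in the dispensed reagent) in 20 mM phosphate pH 7.0 with 0.01% (detergent screen) or 0.0001% Triton X-100 was preincubated with compounds for 15 min at room temperature. Nitrocefin was then added from an 800 uM solution, and hydrolysis was followed at 480 nm.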
AmpC no deterg: blocks E. coli AmpC beta-lactamase in detergent-free assay; Potency, µM (titrated, usually from 57.1 µM), without a hit: at the top dose activity change, negative = inhibition, hits mostly inhibitors; AmpC nitrocefin hydrolysis, absorbance 480 nm, 0.0001% Triton; 330,000 tested, 0.52% active; AID 485341;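 further: potency means the concentration at half of the fitted maximal effect; plate controls were no compound for no effect and no enzyme for full effect; nearly all actives have a fitted effect of over 20% in size; some results filed as inactive show a strong effect at the top dose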
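20 mM phosphate pH 7.0 + 0.01% (detergent screen) or 0.0001% Triton X-100; 5.3 nM AmpC reagent; cpd preinc 15 min RT; nitrocefin (800 uM stock) to start; A480 q20 s × 4 min; Activity was normalised to no-enzyme and no-compound control wells.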
The depositor's hits bear a star; ? = inconclusive; . = no result given; [ ] = another dose, or the depositor's remark. Unless noted, the call rests on the fitted dose curve; in most records, active means well fitted curve in the direction sought with a large enough effect; inconclusive means small, poorly fitted or top-dose-only effect, or another doubt; inactive means no such curve, though single readings can be large; an effect the other way counts as inactive or inconclusive. Unless noted, on the % scale 0 is the no-effect control and ±100 the full control effect.

Structure	HCMV inh	AmpC detergent	AMA1 RON2 block	Giardia FBPA inh	Sm TGR inh	AmpC no deterg
O=C(C1CCN(S(=O)(=O)c2cnc[nH]2)CC1)N1CCn2c1nc1ccccc12	-15.6	-3.0%	-1.1%	-1.2%	6.9%	-21.5%
CCC(CC)c1nnc(NC(=O)c2cc(-c3ccccc3)nc3ccccc23)s1	-13.0	0.0%	5.6%	12.2%	3.0%	-27.3%
Cc1cccc2nc(-c3cccnc3)c(Nc3ccc(C(C)C)cc3)n12	-83.0*	3.5%	.	.	-13.3%	.
COc1ccc(C(=O)N[C@H](C(=O)Nc2nc3ccccc3[nH]2)C(C)C)cc1	-86.2*	5.1%	38.3%[activator]	-5.0%	-2.3%	-16.7%
Nc1ccc2nc(-c3cccnc3)[nH]c2c1	16.1	-10.6%	-23.8%	-26.0%	-0.4%	-8.5%
CSc1ccc(/C=C/C(=O)N2CCN(c3ccccn3)CC2)cc1	.	4.1%	-5.6%	.	2.9%	-47.1%
Cc1c(NC(=O)c2ccc(Cl)c([N+](=O)[O-])c2)cccc1-n1cnnn1	10.7	.	0.5%	.	.	-7.4%
O=C(CN1CCN(c2ccc(O)cc2)CC1)Nc1ccc(SC(F)F)cc1	?	-3.5%	-6.0%	?	-33.6%	-23.8%
O=C(Cn1c(CN2CCCCC2)nc2ccccc2c1=O)Nc1ccccc1	-26.4	-3.0%	11.0%	0.1%	1.3%	-47.8%
Cc1ccc(/C=N/NC(=O)CSc2nc3ccccc3[nH]2)o1	25.4	-5.5%	-6.5%	.	?	-40.0%
CCOC(=O)CCc1c(C)nc2cc(-c3ccccc3OC)[nH]n2c1=O	-8.2	?	12.1%	2.2%	1.4%	-22.1%
C[C@H](NC(=O)C1CC(=O)N(c2ccc3c(c2)OCO3)C1)C(=O)NCc1ccco1 (some centres undefined)	15.5	1.0%	-2.0%	.	-23.8%	83.8%[activator]
O=C(NCCCc1ccccc1)c1ccc(CS(=O)Cc2ccccc2Cl)o1 (centres undefined)	-36.1	3.4%	-3.7%	8.1%	?	67.4%[activator]
O=C(CNC(=O)c1ccc(Cl)cc1)NCc1ccccn1	12.0	3.0%	-0.2%	.	-1.2%	-18.2%
COc1cccc(CNC(=O)C(=O)NCC(c2ccco2)S(=O)(=O)c2ccccc2)c1 (centres undefined)	17.7	1.1%	.	.	-6.1%	.
O[C@@H]1COC(Nc2ccc(N=Nc3ccccc3)cc2)C[C@@H]1O (some centres undefined)	2.6	8.8%	-22.5%	-0.1%	1.2%	41.7%
CC(=O)c1cccc(OCC(=O)N2CCCc3ccccc32)c1	15.7	-11.4%	10.8%	4.2%	-34.2%	2.3%
CCn1ccc(C(=O)NC2=NCCS2)n1	37.6	26.2%	11.5%	-13.3%	5.6%	-23.2%
O=C(Cn1c(=O)n(Cc2ccc(Cl)cc2)c(=O)c2cccnc21)Nc1ccccc1C(F)(F)F	1.5	18.9%	.	.	3.1%	.
C=CCn1c(CNC(=O)c2cccs2)n[nH]c1=S	4.6	-0.1%	-20.6%	-24.5%	-2.9%	-28.8%
CN(C(=O)CSc1nnc(Nc2ccccc2F)s1)C1CCS(=O)(=O)C1 (centres undefined)	-16.0	.	1.3%	.	.	-29.4%
CN(C)c1ccc(/C=N/N2C(=S)SC(C)(C)C2N(O)C(=O)Nc2ccc([N+](=O)[O-])cc2)cc1 (centres undefined)	52.1	3.5%	-11.4%	-7.6%	-11.5%	-52.0%
Brc1[nH]nc2ccccc12	-22.6	-2.1%	-0.2%	-1.8%	-17.6%	-21.1%
CCOC(=O)C1=NN(c2ccc([N+](=O)[O-])cc2)CC1C(=O)OC (centres undefined)	?	9.0%	-13.5%	-12.8%	8.3%	-2.4%

4 entries out of the list, arranged by number of heavy atoms, ascending:
Structure	HCMV inh	AmpC detergent	AMA1 RON2 block	Giardia FBPA inh	Sm TGR inh	AmpC no deterg
C=CCn1c(CNC(=O)c2cccs2)n[nH]c1=S	4.6	-0.1%	-20.6%	-24.5%	-2.9%	-28.8%
CCOC(=O)C1=NN(c2ccc([N+](=O)[O-])cc2)CC1C(=O)OC (centres undefined)	?	9.0%	-13.5%	-12.8%	8.3%	-2.4%
CN(C)c1ccc(/C=N/N2C(=S)SC(C)(C)C2N(O)C(=O)Nc2ccc([N+](=O)[O-])cc2)cc1 (centres undefined)	52.1	3.5%	-11.4%	-7.6%	-11.5%	-52.0%
O=C(Cn1c(=O)n(Cc2ccc(Cl)cc2)c(=O)c2cccnc21)Nc1ccccc1C(F)(F)F	1.5	18.9%	.	.	3.1%	.

The list continues.
Structure	HCMV inh	AmpC detergent	AMA1 RON2 block	Giardia FBPA inh	Sm TGR inh	AmpC no deterg
COc1ccc(C(=O)Nc2ccnn2C2CCN(Cc3ccc4nonc4c3)CC2)cc1	-94.0*	5.4%	3.0%	.	1.6%	95.4%[activator]
Nc1ccc2c(c1)N=[N+]([O-])c1cc(N)ccc1C2	89.0	-4.4%	13.8%	-7.3%	-5.7%	-9.6%
O=C(Oc1ccc2c(c1)OCC2=O)c1ccc(Cl)cc1	22.5	-0.5%	2.8%	2.6%	0.3%	-24.1%
c1coc(-c2nc3c4c5c(sc4ncn3n2)CCCC5)c1	-20.5	-6.7%	-17.5%	1.1%	-17.8%	-10.0%
Cc1ccc(C(=O)OC(C)C(=O)Nc2ccc(Cl)cn2)s1 (centres undefined)	6.7	-8.6%	12.8%	.	-8.1%	-20.0%
COc1ccc(NS(=O)(=O)c2ccc(NC(=O)c3ccccn3)cc2)cc1	-34.8	-11.0%	18.5%	.	2.3%	-31.3%
CC(NC(=O)Cc1cccc(C(F)(F)F)c1)c1ccc(F)cc1 (centres undefined)	?	-0.8%	26.3%	6.1%	7.4%	1.3%
Cc1ccc(CNC(=O)COc2ccc(S(=O)(=O)N3CCCC3)cc2)cc1	10.9	3.8%	1.8%	6.4%	8.9%	-13.3%
CC(C)(C)c1ccc(C(=O)Nc2ccc(C=C(C#N)C#N)cc2)cc1	8.1	-4.3%	-2.6%	-7.4%	3.16µM*	-28.1%
COc1cc2c(cc1NC(=O)c1ccncc1)oc1ccccc12	.	?	-2.4%	-0.8%	5.3%	120.8%[activator]
CCOP(=O)(OCC)c1nc(-c2cccc([N+](=O)[O-])c2)oc1N1CCCCC1	4.4	4.7%	-4.2%	-0.5%	-7.0%	166.3%[activator]
COc1ccc(OCCOC(=O)c2ccc(F)c(S(=O)(=O)N3CCOCC3)c2)cc1	-37.6	-6.7%	-2.6%	.	2.9%	5.5%
CCn1ncc(Br)c1C(=O)Nc1ccccc1C(F)(F)F	33.9	1.5%	-0.6%	2.7%	2.3%	0.8%
O=C(O)/C=C/c1cn(Cc2ccccc2)nc1-c1cccs1	-0.8	?	1.7%	6.3%	7.3%	-26.0%
CNS(=O)(=O)c1cccc(C(=O)NCC2CCCCC2)c1	74.2	-5.4%	-2.9%	8.6%	1.6%	-29.4%
CC1=Nc2ccccc2N=C(NC(=O)c2ccccc2)C1c1ccccc1 (centres undefined)	-16.7	-0.3%	-11.9%	-19.3%	.	-37.3%

Compound profiles, as listed above.
COc1cc2c(cc1NC(=O)c1ccncc1)oc1ccccc12 is entered as HCMV inh: .; AmpC detergent: ?; AMA1 RON2 block: -2.4%; Giardia FBPA inh: -0.8%; Sm TGR inh: 5.3%; AmpC no deterg: 120.8%[activator]
O=C(O)/C=C/c1cn(Cc2ccccc2)nc1-c1cccs1 is entered as HCMV inh: -0.8; AmpC detergent: ?; AMA1 RON2 block: 1.7%; Giardia FBPA inh: 6.3%; Sm TGR inh: 7.3%; AmpC no deterg: -26.0%

Random excerpt: two compounds from above, in no set order.
Structure	HCMV inh	AmpC detergent	AMA1 RON2 block	Giardia FBPA inh	Sm TGR inh	AmpC no deterg
CC(NC(=O)Cc1cccc(C(F)(F)F)c1)c1ccc(F)cc1 (centres undefined)	?	-0.8%	26.3%	6.1%	7.4%	1.3%
Cc1cccc2nc(-c3cccnc3)c(Nc3ccc(C(C)C)cc3)n12	-83.0*	3.5%	.	.	-13.3%	.

Next section.
Structure	HCMV inh	AmpC detergent	AMA1 RON2 block	Giardia FBPA inh	Sm TGR inh	AmpC no deterg
Cc1ccc(OCC(=O)N(Cc2cccc(F)c2)C2CCS(=O)(=O)C2)cc1 (centres undefined)	?	0.4%	0.1%	.	7.5%	38.6%
O=C(CSc1nc2ccccc2n1Cc1ccc(F)cc1)N1CCN(c2ccc(F)cc2)CC1	2.3	3.8%	.	.	3.5%	.
COc1cc(OC)c2c(-c3cccc(-c4cccc(N)c4)c3)cc(=O)oc2c1	-20.6	.	-20.4%	-20.5%[89.2 µM]	.	-15.7%
CCOC(=O)Cn1c2ccc(C)cc2c2nc(C)sc21	-35.6	7.4%	-12.5%	-18.9%	-4.2%	56.6%
CCCc1cc(=O)oc2cc(C)cc(OCC(=O)NCc3cccnc3)c12	?	-9.6%	-14.9%	0.0%	1.6%	35.5%
CC1(C)c2ccccc2N2CC(=O)N(CC(N)=O)C21C (centres undefined)	-1.2	-4.1%	-3.3%	?	-35.0%	123.6%[activator]
CCOC(=O)N1CCN(C(=O)Cn2nc(C)n3nc(-c4ccc(OC)cc4)cc3c2=O)CC1	-16.7	2.2%	9.6%	.	-9.1%	2.9%
O=C(CC1NCCNC1=O)Nc1ccc(F)c(Cl)c1 (centres undefined)	50.6	0.8%	.	.	-2.2%	.
CN1CCN(c2ccc(-c3ccc4ccccc4n3)cc2)CC1	-92.1*	-6.8%	-7.3%	-0.9%	0.7%	-14.7%[2.29 µM]
COc1ccc(/C=N/NC2=NCCCCC2)c(OC)c1	31.0	-8.1%	7.4%	-3.4%	11.9%	-16.3%
O=C1C(SCCO)=C(SCCO)C(=O)c2ccccc21	-95.0*	?	-18.4%	0.889µM*	0.501µM*	-26.1%
CCCN(CCC)CCCNC(=O)Cn1cc2c(n1)-c1c(oc(C(=O)N3CCCC3)c1C)CC2	-39.7	-4.0%	.	.	-2.8%	.
O=C(CCNS(=O)(=O)c1ccccc1C(F)(F)F)NCc1ccc2c(c1)OCO2	60.2	0.2%	-9.1%	0.5%	-10.5%	-23.8%
COc1cc(/C=C/C(=O)O)cc(S(=O)(=O)Nc2ccccc2Cl)c1OC	-15.4	-10.8%	-3.5%	-0.1%	-10.5%	-25.6%
CC(=O)NC(Cc1cccc(F)c1)C(=O)NC1CCN(C(=O)c2ccc(C)cc2)CC1 (centres undefined)	-18.4	2.8%	16.6%	1.9%	0.0%	30.4%
CCOC(=O)N1CCC(NC(=O)C(NS(=O)(=O)c2cccc3nsnc23)c2ccccc2)CC1 (centres undefined)	-28.9	?	6.5%	5.1%	6.3%	-17.4%
